Pf growth 96h: inhibits malaria parasite growth, 96 h | P. falciparum luciferase reporter growth, 96 h | Potency, µM (titrated, usually from 28.7 µM), inactives show at the top dose activity change, negative = inhibition, actives largely listed as inhibitors | actives 6.9% (n = 320,000) | AID 504834; further: potency means the concentration at half of the fitted maximal effect; on the % scale 0 is the no-effect control and ±100 the full control effect
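Compounds incubated with erythrocytes infected by luciferase-expressing P. falciparum (2% hematocrit, 0.05% parasitemia final) for 96 hours, 37 C in 5% CO2. Growth inhibition scored as decreased luciferase luminescence.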
Shiga toxin inh: inhibitors of Shiga toxin in Vero cells | Vero cells, Shiga toxin protein synthesis inhibition reporter | inhibition, % at 38.7 µM | actives 9.2% (n = 290,000) | AID 2315; in the data active means inhibition mostly above about 28%, no sharp cut-off; inactive means mostly below about 43%; further: 0% is about no effect
CHX counter: affects cycloheximide protein synthesis inhibition readout, counter-screen. cell reporter, cycloheximide protein synthesis inhibition counterscreen. max response, %. actives 12% (n = 300,000). AID 2314; in the data active means max response mostly above about 13%, no sharp cut-off; inactive means mostly below about 14%; further: read at 38.3 µM for the half of the compounds with a filed dose; 0% is about no effect
Pf growth 48h: P. falciparum growth inhibition at 48 hours (one generation). P. falciparum luciferase growth in erythrocytes, 48 h. Potency, µM (titrated, usually from 28.7 µM), without a hit: at the highest dose activity change, negative = inhibition, actives largely listed as inhibitors. actives 5.9% (n = 310,000). AID 504832; further: potency means the concentration at half of the fitted maximal effect; on the % scale 0 is the no-effect control and ±100 the full control effect
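Firefly luciferase activity from engineered P. falciparum reports growth; inhibitors lower the luminescent signal. Cultures contained 2% hematocrit erythrocytes at 0.1% final parasitemia.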
AMA1-RON2 inh: inhibitors of Plasmodium falciparum AMA1-RON2 interaction. Potency, µM (highest dose often 58.2 µM), inactives show top-dose activity change, negative = inhibition, hits mostly inhibitors. AlphaScreen AMA1-biotinylated RON2 peptide binding. actives 0.2% (n = 360,000). AID 720542;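 further: potency means the concentration at half of the fitted maximal effect; 0% = vehicle wells and -100% = peptide control; nearly all actives have a fitted effect of over 45% in size; some results filed as inactive show a strong effect at the top dose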
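AMA1 (3D7) with his tag at 25 nM final met compounds first, then biotinylated RON2 peptide at 25 nM; detection used donor plus acceptor beads, 10 µg/mL apiece, read by AlphaScreen after 30 min at room temperature.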
TbPYK inhibitor: T. brucei pyruvate kinase inhibition | actives 0.12% (n = 410,000) | Q57TT1 | TbPYK enzyme, Kinase-Glo Plus ATP luminescence, 45 min | Potency, µM (titrated, usually from 76.8 µM), for inactives: at the highest dose activity, negative = inhibition, most hits filed as inhibitors; further: potency means the concentration at half of the fitted maximal effect; on the % scale 0 is the no-effect control and ±100 the full control effect; nearly all actives have a fitted effect of over 50% in size
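Activity of T. brucei pyruvate kinase was followed by Kinase-Glo Plus luminescence after the enzyme reacted 45 min at room temperature with 130 uM ADP (final) and substrate. Test compounds were added before ADP at multiple concentrations.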
LmPK inhibitor: blocks Leishmania mexicana pyruvate kinase activity | Q27686 | purified LmPK, Kinase-Glo ATP luminescence, 1 h | Potency, µM (doses to about 57.5 µM), for inactives: at the top dose activity change, negative = inhibition, actives largely listed as inhibitors | actives 0.37% (n = 290,000) | AID 1721; further: potency means the concentration at half of the fitted maximal effect; on the % scale 0 is the no-effect control and ±100 the full control effect
Target sequence (Q27686 whole entry, looked up): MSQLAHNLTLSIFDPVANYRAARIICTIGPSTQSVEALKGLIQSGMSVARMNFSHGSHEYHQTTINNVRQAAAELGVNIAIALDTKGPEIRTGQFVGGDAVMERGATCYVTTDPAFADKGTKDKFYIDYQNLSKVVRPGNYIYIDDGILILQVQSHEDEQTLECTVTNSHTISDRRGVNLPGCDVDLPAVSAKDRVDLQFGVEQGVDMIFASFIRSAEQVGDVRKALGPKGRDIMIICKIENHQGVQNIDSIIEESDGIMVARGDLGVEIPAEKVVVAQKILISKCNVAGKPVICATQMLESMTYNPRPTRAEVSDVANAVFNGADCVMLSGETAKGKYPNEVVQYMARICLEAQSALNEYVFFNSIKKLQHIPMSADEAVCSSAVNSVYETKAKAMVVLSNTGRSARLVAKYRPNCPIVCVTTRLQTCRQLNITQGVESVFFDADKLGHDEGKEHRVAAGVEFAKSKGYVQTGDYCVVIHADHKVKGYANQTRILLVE
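In 50 mM imidazole pH 7.2 with 7 mM MgCl2, LmPK (0.1 nM) turned over PEP (0.5 mM) and ADP (0.1 mM) for 1 h at room temperature. Luciferase read-out of ATP.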
An asterisk follows results filed as active; ? = inconclusive; nt = not tested or not shown; & = joins results of further samples; [ ] = dose if it differs, or a comment. Unless noted, the call rests on the fitted dose curve; in most records, active means well fitted curve in the direction sought with a large enough effect; inconclusive means small, poorly fitted or top-dose-only effect, or another doubt; inactive means no such curve, though single readings can be large; an effect the other way counts as inactive or inconclusive.

SMILES | Pf growth 96h | Shiga toxin inh | CHX counter | Pf growth 48h | AMA1-RON2 inh | TbPYK inhibitor | LmPK inhibitor
C(=N\n1cnnc1)/c1ccc(OCc2cccc3ccccc23)cc1 | 31%[activator] | 33 | 20* | nt | 0% | -11% | 9%
Cc1cc(-c2cccs2)c2c(n1)sc1c(=O)[nH]c(=O)[nH]c12 | nt | -23 | -2 | 13% | 38%[activator] | 4% | -24%
c1ccc(P(c2ccccn2)c2ccccn2)cc1 | ? | -9 | -3 | 23% | 34%[activator] | -5% | 1%
COc1ccccc1OCCC(=O)OCC(=O)Nc1cc(S(=O)(=O)N2CCOCC2)ccc1Cl | -4% | -6 | -1 | -9% | 7% | -3% | 8%
COc1cccc2cc(C(=O)C3=C(O)C(=O)N(CCN4CCOCC4)C3c3ccc(Cl)cc3)oc12 (centres undefined) | -1% | 6 | -3 | ? | -12% | -8% | 2%
CCSc1nnc(NC(=O)C(Cc2ccccc2)n2cccc2)s1 (centres undefined) | ? | -8 | -7 | nt | 1% | -3% | 5%
N#Cc1c2n(c(=S)n(-c3ccccn3)c1=O)CCCCC2 | 8% | 25 | 16* | 12% | 16% | -5% | 2%
COC(=O)C(C)Oc1ccc2cc(-c3ccccc3)c(=O)oc2c1 (centres undefined) | 61%[activator] | 13 | 8 | 47%[activator] | 27% | -5% | 4%
COC(=O)c1cc(-c2cccc([N+](=O)[O-])c2)c2c(=O)[nH]c(=O)n(C)c2n1 | -8% | -14 | -4 | -2% | 0% | 2% | 5%
Cc1cn(C(=O)CN2C(=O)c3ccccc3C2=O)c(C)n1 | 6% | -5 | -3 | -6% | -3% | 3% | 1%
Cc1cc(N/N=C\c2ccc(Br)cc2)nc(-n2nc(C)cc2C)n1 | ? | -2 | -2 | 1µM* | 72%[activator] | -4% | 1%
Cc1occc1-c1nnc(SCc2nnc(-c3ccc(Cl)cc3)o2)n1C | -27% | 65* | 31* | 22% | 14% | ? | 4%
CCN1CCN(c2ccc(NC(=O)c3ccc4c(c3)OCCO4)cc2C)CC1 | 92%[activator] | nt | nt | 157%[activator] | 1% | -14% | nt
Cc1c(Br)cc(C(=O)O)c(C)c1C | -13% | -18 | -2 | -2% | -14% | 0% | -2%
CCn1c(SCC(=O)c2cccs2)nnc1-c1cccs1 | 113%[activator] | 31 | 27* | 28% | 27% | -8% | 1%
O=C(C1=C[C@H](c2csc3ccccc23)C[C@H](OCc2ccc(CO)cc2)O1)N1CCOCC1 | ? | -13 | -2 | -25% | -1% | 1% | 5%
CC1CCc2nn(CC(=O)NCCCN3CCCC3=O)cc2C1 (centres undefined) | ? | -8 | -6 | nt | -12% | -3% | 8%
COc1ccc(Cn2c(=O)[nH]c3cc(C(=O)NC4CCN(Cc5ccccc5)CC4)ccc32)cc1 | ? | 5 | -7 | ? | -15% | 5% | 2%
Cc1nc(SCC(=O)Nc2cccc(C(=O)O)c2)n[nH]1 | 48%[activator] | -6 | -2 | 36%[activator] | 2% | -11% | -2%
Cc1cc(C)nc(N/N=C/c2ccccc2)n1 | 17% | -15 | -2 | 18% | 40%[activator] | 1% | -8%
Cc1ccc(S(=O)(=O)N(Cc2n[nH]c(=S)n2-c2ccccc2)c2ccccc2)cc1 | ? | -6 | -1 | 2.3µM* | 66%[activator] | 7.9µM* | -24%
CCc1nc2cccnc2n1-c1ccc(C(=O)O)cc1 | -10% | -6 | -2 | 20% | -1% | ? | 2%
O=C(c1cccn2c(=O)c3cc(Cl)ccc3nc12)N1CCC2(CC1)OCCO2 | ? | -5 | 4 | ? | 24% | -18% | -2%
CCOc1ccccc1N1CCN(CC(=O)Nc2nc(C)c(C(=O)N(C)C)s2)CC1 | -6% | -7 | -3 | -5% | 3% | -1% | 8%
COc1ccc2c(c1)CC(C(=O)Nc1ccc(Cl)cc1)/C(=N/O)O2 (centres undefined) | 28% | -1 | -1 | 26% | 3% | 8% | -10%
O=C(CNC(=S)N(Cc1ccc(F)cc1)C1CCCCC1)NCC1CCCO1 (centres undefined) | ? | -11 | 7 | ? | 3% | 2% | 11%
Cc1nc2ccc(NC(=S)NC3CC3)cc2nc1C | 58%[activator] | 8 | 19* | 44%[activator] | 7% | -8% | 6%
N#Cc1ccc(/C=N/NC(=O)c2ccccc2F)cc1 | 96%[activator] | 13 | 12 | 140%[activator] | 3% | 7% | -5%
O=C(Nc1nnc(SCc2ccc(F)cc2)s1)c1cccnc1Cl | -13% | 14 | 18* | 43%[activator] | 0% | -4% | -1%
Cc1cc(C)n2cc(CSc3nnnn3-c3ccccc3)nc2n1 | 8.3µM* | 25 | 9 | -22% | 23% | -5% | 2%
O=C(CSc1ccccc1)N1CCN(c2ccccn2)CC1 | 32%[activator] | 30 | 15* | 9% | -8% | -1% | 1%
CC(=O)Nc1sc(N/N=C/c2ccc(N(C)C)cc2)nc1-c1ccc(C)cc1 | 4.7µM* | 58* | 25* | 2.1µM* | 17% | -7% | -15%
Cc1cccn2c(=O)c(/C=C(\C#N)C(=O)NCc3ccccc3)c(N3CCC(C(N)=O)CC3)nc12 | 0% | -10 | 1 | 3% | -10% | 6% | 9%
O=C(CN1C(=O)C2C3C=CC(C3)C2C1=O)NCc1ccco1 (centres undefined) | 18% | 1 | 2 | -5% | 14% | -9% | 4%
COc1ccccc1CNC(=O)C1=C(C)C(=O)OC12CCC(C)CC2 (centres undefined) | ? | -14 | -2 | nt | -3% | -16% | 1%
CCOCCCn1c(=N)c(C(=O)NCCN2CCOCC2)cc2c(=O)n3cccc(C)c3nc21 | 1.5µM* | 10 | -4 | 10% | 0% | 5% | 4%
Cc1ccc(Cl)cc1NC(=O)CCCN1C(=O)c2cccnc2C1=O | 68%[activator] | -15 | -1 | 22% | 21% | 3% | 1%
CSCC[C@H](NC(=O)C1CCN(S(=O)(=O)c2ccc(C)cc2)CC1)C(=O)NC1CCS(=O)(=O)C1 (some centres undefined) | ? | 23 | 1 | -4% | 0% | 4% | 7%
COc1ccccc1C1C(C(=O)c2cc3ccccc3o2)=C(O)C(=O)N1CCN1CCOCC1 (centres undefined) | ? | -6 | 15 | nt | 22% | -7% | 11%
O=C1c2ccccc2NC(c2ccc(-c3cccc([N+](=O)[O-])c3)o2)N1O (centres undefined) | ? | -3 | 1 | ? | 46%[activator] | -8% | 0%
O=C(Nc1ccc(F)cc1F)c1cccn1-c1ncc(C(F)(F)F)cc1Cl | ? | -8 | -3 | ? | -7% | 0% | -2%
S=C(NCC1CCCO1)Nc1ccc(Cl)cc1 (centres undefined) | 90%[activator] | 56 | 16* | 14% | 5% | -14% | -1%
COc1ccc(C(=O)c2c(C)c(CCC#N)n3ccccc23)c(OC)c1 | -23% | -13 | -2 | -9% | -2% | -1% | -1%
COc1ccc(CN(C)CC(=O)Nc2ccccc2-c2ccccc2)c(OC)c1 | ? | -2 | 11 | 10µM* | 1% | -1% | -4%
CCCCCCCCC(=O)N/N=C(\C)c1ccco1 | 7% | 5 | -2 | -6% | 2% | -2% | 4%
Cc1ccc(CN(C)C(=O)c2cccc(S(=O)(=O)N3CCCC3)c2)cc1 | -17% | nt | nt | ? | 2% | 0% | nt
COc1ccc(CNC(=O)Nc2ccc(C)cc2)cc1 | 6% | 76* | 24* | 84%[activator] | 29% | -4% | -1%
Cc1ccc2[nH]c3c(N4CCc5ccccc5C4)ncnc3c2c1 | ? | 13 | 15 | ? | -13% | 0% | 4%
Cn1c(SCC(=O)Nc2cc(=O)n(C)c(=O)n2C)nnc1C12CC3CC(CC(C3)C1)C2 | -13% | 12 | 10 | -3% | nt | nt | 7%
Clc1ccc(/C=N/N2CCN(Cc3ccccc3)CC2)cc1 | 20% | 29 | 17* | 34%[activator] | -28% | -2% | 0%
(more compounds)
SMILES | Pf growth 96h | Shiga toxin inh | CHX counter | Pf growth 48h | AMA1-RON2 inh | TbPYK inhibitor | LmPK inhibitor
COc1cccc(NC(=S)NC(C)c2ccc(OC)c(OC)c2)c1 (centres undefined) | 16% | -3 | -4 | ? | -8% | 0% | 1%
COc1cc(OC)cc(C(C(=O)NCc2ccccc2)N(Cc2ccco2)C(=O)c2ccno2)c1 (centres undefined) | 8% | -7 | -2 | nt | -9% | 2% | 8%
COc1cc(NC(=O)C(C)N2CCN(C(=O)C3CC3)CC2)cc(OC)c1 (centres undefined) | ? | nt | nt | -4% | 4% | -2% | nt
N#CCC1c2ccccc2CCN1C(=O)Nc1ccc(Cl)cc1 (centres undefined) | ? | -4 | -4 | ? | 0% | -6% | 1%
O=C1/C(=C\c2cccc(O)c2O)SC(=S)N1Cc1ccccc1 | ? | -1 | -1 | ? | -6% | -19% | -3%
COc1ccccc1N/C(=N/S(=O)(=O)c1ccc(C)cc1)c1ccccc1 | 57% | -8 | 6 | 25% | -1% | 2% | 8%
CCOC(=O)CNS(=O)(=O)c1ccc(S(=O)(=O)N2CCCC2)cc1 | -11%[5.75 µM] | -8 | 1 | 17% | 5% | -2% | 8%
COc1ccc(-c2csc(=Nc3ccccc3)n2CCO)cc1 | -1% | 41* | 16* | 8% | -9% | -5% | 1%
Cc1ccc(C)c(C(=O)COC(=O)C(C)N2C(=O)C3C4CCC(C4)C3C2=O)c1 (centres undefined) | ? | 10 | 18 | -1% | -1% | 2% | -10%
O=C(CS(=O)(=O)c1cn(Cc2ccc(Cl)cc2)c2ccccc12)N1CCCC1 | 8.3µM* | -7 | -1 | nt | -12% | 0% | 3%

Rewritten comma-delimited: entries from further up.
Compound,Pf growth 96h,Shiga toxin inh,CHX counter,Pf growth 48h,AMA1-RON2 inh,TbPYK inhibitor,LmPK inhibitor
O=C(CN1C(=O)C2C3C=CC(C3)C2C1=O)NCc1ccco1 (centres undefined),18%,1,2,-5%,14%,-9%,4%
Cc1cn(C(=O)CN2C(=O)c3ccccc3C2=O)c(C)n1,6%,-5,-3,-6%,-3%,3%,1%

Full records as entered above. Values in the order: Pf growth 96h | Shiga toxin inh | CHX counter | Pf growth 48h | AMA1-RON2 inh | TbPYK inhibitor | LmPK inhibitor
Record of `COc1cccc(NC(=S)NC(C)c2ccc(OC)c(OC)c2)c1` (centres undefined) → 16% | -3 | -4 | ? | -8% | 0% | 1%
Record of `O=C1/C(=C\c2cccc(O)c2O)SC(=S)N1Cc1ccccc1` → ? | -1 | -1 | ? | -6% | -19% | -3%
Record of `COc1ccccc1N/C(=N/S(=O)(=O)c1ccc(C)cc1)c1ccccc1` → 57% | -8 | 6 | 25% | -1% | 2% | 8%
Record of `O=C(CS(=O)(=O)c1cn(Cc2ccc(Cl)cc2)c2ccccc12)N1CCCC1` → 8.3µM* | -7 | -1 | nt | -12% | 0% | 3%

Continued.
SMILES | Pf growth 96h | Shiga toxin inh | CHX counter | Pf growth 48h | AMA1-RON2 inh | TbPYK inhibitor | LmPK inhibitor
CCOc1cc(CNc2cccc3ccccc23)cc(Br)c1OCC(=O)NC(C)(C)C | 9.3µM* | -3 | 11 | nt | -9% | 2% | -1%
O=C(Nc1ccccc1F)Nc1ccccc1OC(F)F | 31%[activator] | 31 | 25* | 27% | 10% | 0% | -5%
Cc1ccccc1NS(=O)(=O)c1ccc2c(c1)NC(=O)CCS2 | 12µM* | -2 | 13 | -23% | -9% | 0%&-7% | 13%
CCOC(=O)N1CCN(C(=O)/C(=C/c2ccc(OC)c(OC)c2)NC(=O)c2ccccc2)CC1 | 40%[activator] | -9 | -2 | 11% | 2% | 2% | -3%

Screening data as filed in PubChem.
